VP16 counter – counter-screen for ROR gamma inhibitors: Gal4-VP16 reporter; Potency, µM (series often up to 53.6 µM), for the others: at the top dose activity, negative = inhibition, hits mostly inhibitors; hit rate 3.5% among 310,000; AID 2546; Drosophila S2 Gal4-VP16 UAS-luciferase, luminescence, 20 h;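 note: Gal4-VP16 expression switched on by copper sulfate through the metallothionein promoter; potency is the fitted concentration of half-maximal effect; % is set by controls: 0 for no effect and ±100 for the full control effect; nearly all actives have a fitted effect of over 50% in size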
ELG1 repair inh – ELG1-dependent DNA repair inhibition. HEK293T ELG1-luciferase reporter, luminescence, 16 h; DNA damage induced by 5-fluorouridine. Potency, µM (top dose mostly 46.1 µM), for inactives: top-dose activity change, negative = inhibition, usual class: inhibitors. hit rate 2.3% among 330,000; note: potency is the fitted concentration of half-maximal effect; % is set by controls: 0 for no effect and ±100 for the full control effect; nearly all actives have a fitted effect of over 55% in size
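Step one: seed 2,000 cells per well. Step two: pin-transfer compound or DMSO alongside 5-fluorouridine. Step three: incubate 16 hr, 37 °C, 5% CO2. Step four: add ONE-Glo, wait 30 min, read luminescence.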
FLuc counter – inhibits or activates purified firefly luciferase, miR-21 counter-screen; P08659; purified FLuc, Km substrates, luminescence inhibition; Potency, µM (series often up to 57.5 µM), for the others: at the top dose activity change, negative = inhibition, most hits filed as inhibitors; hit rate 6.9% among 360,000; AID 588342;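 note: potency is the fitted concentration of half-maximal effect; plate controls were vehicle for no effect and reference inhibitor for full effect; nearly all actives have a fitted effect of over 55% in size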
Target sequence (P08659 whole entry, looked up): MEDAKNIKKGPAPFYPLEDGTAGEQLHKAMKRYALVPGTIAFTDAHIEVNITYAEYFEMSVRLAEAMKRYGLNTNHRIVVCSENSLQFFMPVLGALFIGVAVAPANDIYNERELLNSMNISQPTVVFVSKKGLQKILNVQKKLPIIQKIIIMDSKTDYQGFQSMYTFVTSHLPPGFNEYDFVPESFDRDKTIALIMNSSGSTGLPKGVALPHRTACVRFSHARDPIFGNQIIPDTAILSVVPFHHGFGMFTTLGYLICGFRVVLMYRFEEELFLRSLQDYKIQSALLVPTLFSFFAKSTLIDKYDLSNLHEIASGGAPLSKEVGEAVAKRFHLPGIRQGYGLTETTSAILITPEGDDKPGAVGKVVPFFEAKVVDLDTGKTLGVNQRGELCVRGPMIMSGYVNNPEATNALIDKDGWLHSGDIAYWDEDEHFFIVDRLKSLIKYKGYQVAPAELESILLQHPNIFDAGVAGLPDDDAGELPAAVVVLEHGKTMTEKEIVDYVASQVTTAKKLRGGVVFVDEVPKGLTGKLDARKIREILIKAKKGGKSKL
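Purified P. pyralis luciferase, 10 nM final, with Km-level 10 uM D-luciferin and 10 uM ATP in 50 mM Tris acetate pH 7.5, 10 mM Mg acetate, 0.01% Tween-20, 0.05% BSA; 6-point qHTS titration about 60 µM downward; luminescence read.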
Tb PFK inh – T. brucei PFK enzyme inhibition; O15648; hit rate 0.17% among 330,000; T. brucei PFK, ADP-Glo luminescence; Potency, µM (titrated, usually from 57.5 µM), for the others: at the top dose activity, negative = inhibition, hits mostly inhibitors;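 note: potency is the fitted concentration of half-maximal effect; 0% = uninhibited 1x PFK enzyme wells and -100% = no-enzyme wells; nearly all actives have a fitted effect of over 60% in size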
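Activity is normalized to no-enzyme wells (full inhibition) and 1.25 nM enzyme wells (no inhibition). Reaction: 0.5 mM F6P, 0.1 mM ATP, 45 min RT, ADP-Glo luminescence; concentration-response curves fitted and classed by quality.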
RORg inh – blocks mouse ROR gamma transcriptional activity | P51450 | Drosophila S2 Gal4-RORgamma UAS-luciferase reporter, 20 h | Potency, µM (top dose mostly 53.6 µM), for the others: top-dose activity change, negative = inhibition, actives largely listed as inhibitors | hit rate 5.4% among 310,000 | AID 2551; note: potency is the fitted concentration of half-maximal effect; % is set by controls: 0 for no effect and ±100 for the full control effect; nearly all actives have a fitted effect of over 60% in size
Target sequence (P51450 whole entry, looked up, the tested form may be a part): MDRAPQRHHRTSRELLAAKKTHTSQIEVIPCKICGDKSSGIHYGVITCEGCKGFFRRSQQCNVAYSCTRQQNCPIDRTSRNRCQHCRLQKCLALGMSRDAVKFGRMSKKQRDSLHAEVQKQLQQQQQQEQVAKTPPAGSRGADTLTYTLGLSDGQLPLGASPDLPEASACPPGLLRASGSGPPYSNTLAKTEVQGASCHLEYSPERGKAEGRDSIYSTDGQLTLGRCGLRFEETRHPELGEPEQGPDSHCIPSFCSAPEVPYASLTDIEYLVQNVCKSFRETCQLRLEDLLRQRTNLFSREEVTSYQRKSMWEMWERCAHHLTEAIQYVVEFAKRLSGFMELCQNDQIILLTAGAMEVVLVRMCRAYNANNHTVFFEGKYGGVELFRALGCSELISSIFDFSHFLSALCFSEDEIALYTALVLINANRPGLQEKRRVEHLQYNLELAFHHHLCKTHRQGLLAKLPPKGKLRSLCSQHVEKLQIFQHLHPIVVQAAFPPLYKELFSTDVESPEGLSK
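ROR gamma transcriptional activity was tracked as Gal4-UAS luciferase output in stably transfected Drosophila Schneider cells, with compound added 1 hr before 700 uM copper sulfate induction and a 20 hr ambient-temperature incubation.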
NPC1 prom act – activates the NPC1 promoter; Huh7 NPC1 promoter luciferase reporter, 24 h; Potency, µM (highest dose often 9.22 µM), inactives show top-dose activation, actives largely listed as activators; hit rate 2.4% among 320,000;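 note: potency is the fitted concentration of half-maximal effect; % of control where 0% means no effect; nearly all actives have a fitted effect of over 60% in size; reporter is driven by a mutant NPC1 promoter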
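Compounds in DMSO were transferred onto Huh7 NPC1-luciferase reporter cells pre-incubated 2 h; after 24 h at 37 °C, Amplite reagent was dispensed and luminescence recorded 10 min later.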
TRPV1 ag – agonists of human vanilloid receptor 1 (TRPV1) | Q8NER1 | TRPV1-expressing cells, Fluo-8 calcium influx, agonist mode | activation, % at 8.33 µM | hit rate 0.19% among 320,000; in the data active = activation above about 80%; inconclusive = between about 30% and that limit; note: 0% is about no effect
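Fluo-8 calcium influx in TRPV1-expressing cells, kinetic read (ex 480/em 520 nm). Compound added and read 3 min for agonist activity, followed by capsaicin at EC20 final and 2 min further read for enhancement.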
ELG1 genotoxic – genotoxicity induction in ELG1-luciferase HEK293T cells; HEK293T ELG1-luciferase reporter, luminescence, 16 h; hit rate 1.3% among 330,000; Potency, µM (titrated, usually from 46 µM), inactives show at the top dose activity change, positive = activation, most hits filed as activators; note: potency is the fitted concentration of half-maximal effect; % of control where 0% means no effect; nearly all actives have a fitted effect of over 60% in size
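Quantitative HTS format in 1536-well plates. HEK293T ELG1-luciferase reporter cells receive test compound and are incubated 16 hr at 37 °C, 5% CO2; ONE-Glo added, 30 min room temperature, then luminescence read.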
BRCA1 expr act – activators of BRCA1 expression | MCF7-BRCA1-FFLuc reporter, luminescence, 48 h; response scale: scaled: vehicle 0%, 10 µM genistein 100% | Potency, µM (titrated, usually from 46.1 µM), for the others: at the highest dose activation, usual class: activators | hit rate 1.1% among 380,000; note: potency is the fitted concentration of half-maximal effect; nearly all actives have a fitted effect of over 80% in size; some results filed as inactive show a strong effect at the top dose
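Using MCF7 cells harboring a BRCA1 firefly luciferase reporter, plated 2 h before compound pinning, the screen measured luminescence after 48 h incubation. Responses were normalized to DMSO and 10 microM genistein, then fitted for concentration-effect.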
Rab9 promoter act – activates the Rab9 promoter; Huh7 Rab9 promoter-luciferase reporter, luminescence, 24 h; Potency, µM (doses to about 9.22 µM), inactives show at the highest dose activation, negative = inhibition, hits mostly activators; hit rate 2.8% among 320,000; AID 485297; note: potency is the fitted concentration of half-maximal effect; % of control where 0% means no effect; nearly all actives have a fitted effect of over 60% in size
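Using Huh7 cells stably transfected with Rab9 promoter–luciferase, compounds were incubated 24 h at 37 °C, 5% CO2; luciferase luminescence was read 10 min after reagent addition.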
p53 reactivation – mutant p53 re-activation in reporter cells | Potency, µM (series often up to 92.2 µM), for the others: at the top dose activity change, positive = activation, usual class: activators | AID 504706 | H1299 p53-A138V BP100-luciferase reporter, luminescence, 24 h | hit rate 0.063% among 320,000; note: potency is the fitted concentration of half-maximal effect; % of control where 0% means no effect; nearly all actives have a fitted effect of over 45% in size
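p53-null H1299 cells stably carrying temperature-sensitive p53-A138V and a BP100-luciferase reporter were pinned with compounds (4-point, 1:5 series) and held 24 hrs at 37 deg C. Luminescence was read 10 min after detection reagent.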
* marks the source's active call; other numbers are inactive results; ? = inconclusive; nt = not tested or not shown; & = joins results of further samples; [ ] = dose if it differs, or a comment. Unless noted, calls come from the whole dose curve; as a rule, active = well fitted curve in the direction sought with a large enough effect; inconclusive = small, poorly fitted or top-dose-only effect, or another doubt; inactive = no such curve, though single readings can be large; an effect the other way counts as inactive or inconclusive.

A first look (four entries):
SMILES | VP16 counter | ELG1 repair inh | FLuc counter | Tb PFK inh | RORg inh | NPC1 prom act | TRPV1 ag | ELG1 genotoxic | BRCA1 expr act | Rab9 promoter act | p53 reactivation
C#CCOCCOCCOCCNc1nc(N2CCN(C(=O)[C@H]([C@@H](C)CC)n3cc([C@@H](N)Cc4ccc(O)cc4)nn3)CC2)nc(N2CCN(C(=O)[C@H](Cc3ccc(O)cc3)n3cc([C@@H](N)CC(C)C)nn3)CC2)n1 | 2% | 10% | -1% | -1% | -43% | -1% | 1 | 4% | -12% | 1% | 0%
CCCCn1nnc(NC(=O)COc2ccc(Cl)c(C)c2)n1 | 0% | 1% | -2% | -2% | 5% | 0% | 20 | -5% | 8% | 1% | -2%
Cc1ccc(NC(=O)c2ccccc2NS(=O)(=O)c2ccc(F)cc2)cc1S(=O)(=O)N1CCCCC1 | 10µM* | ? | ? | 0% | ? | -20% | 3 | -5% | -80% | -23% | -8%
O=C(CN1CCC(c2nc3ccccc3[nH]2)CC1)NCc1ccc2c(c1)OCO2 | -10% | -7% | 6% | -4% | 17% | 14% | 2 | 0% | -18% | -6% | -5%

Main list, previewed entries included:
SMILES | VP16 counter | ELG1 repair inh | FLuc counter | Tb PFK inh | RORg inh | NPC1 prom act | TRPV1 ag | ELG1 genotoxic | BRCA1 expr act | Rab9 promoter act | p53 reactivation
C#CCOCCOCCOCCNc1nc(N2CCN(C(=O)[C@H]([C@@H](C)CC)n3cc([C@@H](N)Cc4ccc(O)cc4)nn3)CC2)nc(N2CCN(C(=O)[C@H](Cc3ccc(O)cc3)n3cc([C@@H](N)CC(C)C)nn3)CC2)n1 | 2% | 10% | -1% | -1% | -43% | -1% | 1 | 4% | -12% | 1% | 0%
CCCCn1nnc(NC(=O)COc2ccc(Cl)c(C)c2)n1 | 0% | 1% | -2% | -2% | 5% | 0% | 20 | -5% | 8% | 1% | -2%
Cc1ccc(NC(=O)c2ccccc2NS(=O)(=O)c2ccc(F)cc2)cc1S(=O)(=O)N1CCCCC1 | 10µM* | ? | ? | 0% | ? | -20% | 3 | -5% | -80% | -23% | -8%
O=C(CN1CCC(c2nc3ccccc3[nH]2)CC1)NCc1ccc2c(c1)OCO2 | -10% | -7% | 6% | -4% | 17% | 14% | 2 | 0% | -18% | -6% | -5%
Cc1ccc(S(=O)(=O)N2CCC(C(=O)Nc3nnc(-c4ccc(F)cc4)s3)CC2)cc1 | -1% | ? | 2% | 0% | -15% | 0% | 1 | 9% | -6% | 0% | -3%
C/C(CCc1ccco1)=N/NC(=O)CCC(=O)Nc1ccc(Br)cc1 | ? | -6% | -1% | 0% | ? | 3% | -2 | 0% | -2% | -1% | 1%
O=C(Cc1ccccc1)NN1C(=O)C2C3C=CC(C4CC34)C2C1=O (centres undefined) | -2% | -1% | -1% | -22% | 12% | -2% | 3 | 0% | 8% | 0% | -6%
O=C(O)CC/C(=C\c1cc2c(cc1Br)OCO2)c1nc2ccccc2s1 | -1% | 17% | -3% | -17% | 7% | -3% | -2 | 2% | -27% | 3% | 2%
CN=C1SC(CC(=O)Nc2cccc(C(F)(F)F)c2)C(=O)N1C (centres undefined) | 5% | 2% | 3%[2.3 µM] | -11% | 29% | -1% | 5 | -3% | -15% | 0% | -10%
O=C(N[C@H](Cc1ccc(Cl)cc1)C(=O)O)OCC1c2ccccc2-c2ccccc21 | 7% | -5% | 1% | 1% | 7% | -2% | 1 | 4% | 0% | -1% | nt
OC(COCc1cccs1)CN1CCCCCC1 (centres undefined) | -1% | ? | -6% | 7% | 19% | 2% | -3 | -2% | 0% | -2% | 3%
Cc1nc(N2CCOCC2)nc(N2CCCCC2C)c1[N+](=O)[O-] (centres undefined) | -9% | 21% | -1% | -19% | 37% | 0% | -5 | -1% | -4% | -1% | 4%
Cc1ccc(C2CC(c3ccc(NS(C)(=O)=O)cc3)=NN2C(=O)c2ccco2)cc1 (centres undefined) | 4% | ? | -1% | -2% | 25% | -1% | 18 | 7% | -34% | -1% | -10%
COc1ccc(CCNS(=O)(=O)c2ccc3c(c2)NC(=O)CO3)cc1OC | 5% | -14% | 0% | -8% | -17% | -4% | 0 | -1% | -14% | 10% | -3%
COc1ccc(C2C(C(N)=O)=C(C)Nc3nc(CCCO)nn32)cc1 (centres undefined) | 1% | 1% | 1%&-1% | -7% | 23% | -3% | 2 | -1% | 20% | -3% | 6%
COCCNC(=S)N/N=C(\C)c1ccc(OC)cc1 | 1.3µM* | 3% | 0% | 6% | 0.63µM* | -6% | 5 | -1% | -2% | -2% | -1%
CCCCc1nc2cc(C(=O)N3CCC(OCCOC)CC3)ccc2o1 | 17% | 29% | ? | 2% | 28% | 18% | -1 | ? | 69% | 15% | 16%
Cc1ccc(N(CC(=O)NC(C)(C)C)C(=O)CCC(=O)Nc2nccs2)c(C)c1 | -1% | -1% | 2% | -4% | 9% | -1% | 2 | 3% | 0% | 3% | -8%
O=C1NC2(CCCCCC2)N=C1c1ccc(Br)cc1 | -3% | 9% | -4% | -3% | 2% | 1% | 1 | 2% | 6% | 10% | 5%
CCN(CC)c1ccc(NC(=O)COc2ccccc2C#N)cc1S(=O)(=O)Nc1ccc(OC)cc1 | -6% | 0% | -7% | 1% | ? | 1% | 6 | -2% | -35% | -4% | -1%
Cc1cccc(N2CCN(C(=O)c3cn4ccccc4n3)CC2C)c1 (centres undefined) | -12% | ? | -4% | -8% | 9% | -6% | ? | -9% | -1% | 0% | -2%
CC1(C)CN(c2ccccc2)N(C(=O)c2ccc(F)cc2)C1=O | 3% | 4% | 0% | 2% | 18% | -1% | nt | 4% | -48% | 20% | 0%
COc1ccc(NC(=O)c2sc(-c3ccccc3)nc2C)c(OC)c1 | -7% | ? | -5% | -6% | -1% | -4% | -7 | -1% | 7% | 2% | -2%
Cc1ccc(Cl)cc1N1CCN(S(=O)(=O)c2ccc3c(c2)oc(=O)n3C)CC1 | 2% | -19% | 10% | 0% | 9% | -2% | -3 | -1% | -59% | -3% | -24%
Cc1ccc(-c2cc(C)nc3nc(N)nn23)cc1 | 10% | ? | -12% | 4% | 8% | 2% | 2 | ? | 6% | 6% | -3%
O=[N+]([O-])c1cc2oc3c(c2c(C=NCc2ccccc2)c1O)CCCC3 | -17% | 7% | 0% | 5% | -26% | -2% | -4 | 0% | -14% | -1% | -3%
COC(=O)c1cnc(Oc2ccc(NC(=O)NC(=O)c3c(F)cccc3F)cc2)cc1C(F)(F)F | -8% | -5% | 3% | -5% | -17% | 0% | nt | -3% | -43% | 1% | -2%
COc1ccc(N2CCN(S(=O)(=O)CCNC(=O)c3ccc4c(c3)OCO4)CC2)cc1 | nt | 8% | 1% | 9% | nt | 0% | -3 | 0% | -21% | 1% | 1%
Cc1cc2c(c(C)c1CCO)C(=O)[C@H](C)C2 | nt | 20% | nt | 1% | nt | nt | nt | 7% | 54% | nt | 15%
O=C(CSc1nccn1Cc1ccc(F)cc1)Nc1ccc(F)cc1F | -22% | 23µM* | 1% | -21% | 2% | 2% | 27 | -9% | 3% | 10% | -8%
O=C(N/N=C/C1CCCCC1)c1ccccc1-n1cccc1 | nt | 0% | 12% | -5% | nt | 0% | -5 | 6% | 3% | 2% | -5%
COc1ccc(C(=O)N2CCCC(Nc3ccc(C)c(C)c3)C2)c(OC)n1 (centres undefined) | -6% | 0% | 2% | 3% | -19% | 3% | ? | -4% | -6% | -3% | 3%
Fc1cccc(CCN2CCN=C2Nc2ccccc2)c1 | nt | 7% | -1% | 8% | nt | 4% | 3 | 3% | 1% | 0% | -2%
Cc1cc(-c2nnc(SCC(=O)c3ccc(F)cc3)o2)no1 | ? | -3% | 8% | -2% | ? | 1% | 11 | 6% | -17% | -6% | 6%
CC(Oc1ccc(Br)cc1)C(=O)Nc1nc(-c2ccccn2)cs1 (centres undefined) | 3.2µM* | ? | -16% | 1% | 2.5µM* | 0% | 8 | ? | -89% | -3% | ?
CC1=C(C(=O)OCc2ccccc2)C(c2cccc3ccccc23)NC(=O)N1CCCC(=O)O (centres undefined) | nt | 12% | -1% | -3% | nt | -1% | 4 | 4% | -2% | 2% | -7%
CS(=O)(=O)N(CC(N)=O)c1ccc2c(c1)OCO2 | -16% | 2% | 3%[2.3 µM] | -3% | -13% | -2% | 3 | 0% | -13% | 2% | -5%
O=C(Nc1ccccc1)N1CCN(c2nc(-c3ccccc3)ns2)CC1 | -2% | 23µM* | -13% | -7% | 21% | 0% | ? | -6% | -7% | -5% | 0%

Screening data from PubChem.
